From PubChem BioAssay
M1 antag: blocks the rat M1 muscarinic receptor response to acetylcholine | P08482 | CHO-M1 cells, Fluo-4 calcium, ACh EC80 antagonist mode; active compounds read low | B-score at 10 µM | AID 628 | hit rate 3.4% among 64,000;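 active means calcium fluorescence response, raw or row-and-column corrected B-score, differing from the plate sample mean either way at a set confidence level, mostly lower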
Target sequence (P08482 whole entry, looked up): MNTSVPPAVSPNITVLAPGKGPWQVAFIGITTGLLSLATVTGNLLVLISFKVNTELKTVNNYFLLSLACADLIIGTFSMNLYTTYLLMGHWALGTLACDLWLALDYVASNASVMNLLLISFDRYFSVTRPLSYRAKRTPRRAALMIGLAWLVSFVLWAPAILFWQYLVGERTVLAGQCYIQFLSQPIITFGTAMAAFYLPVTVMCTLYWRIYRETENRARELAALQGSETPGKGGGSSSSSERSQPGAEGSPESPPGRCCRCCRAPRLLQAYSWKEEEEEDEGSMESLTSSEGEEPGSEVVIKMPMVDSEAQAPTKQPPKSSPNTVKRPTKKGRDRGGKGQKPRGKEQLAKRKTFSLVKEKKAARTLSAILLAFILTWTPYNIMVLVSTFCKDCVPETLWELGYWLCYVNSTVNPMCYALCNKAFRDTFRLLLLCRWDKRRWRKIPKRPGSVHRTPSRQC
M1 agonist: agonists of M1 muscarinic receptor. CHO-M1 cells, Fluo-4 calcium fluorescence, agonist mode; active compounds read high. B-score at 10 µM. hit rate 3% among 64,000. AID 626;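 active means fluorescence rise, raw or as B-score row- and column-corrected plate score, outside the 99.7% band of its plate's samples, either direction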
S1P3 ag: agonists of human S1P3 receptor; S1P3 NFAT-BLA reporter cells, agonism, FRET ratio; relative to 1 µM S1P, basal subtracted; activation, % at 4.5 µM; hit rate 0.1% among 60,000; AID 373;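 active means activation above the screen-wide mean plus 3 SD, cut at about 4.5% in these data, passing the limit was not always enough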; further: some compounds called inactive have numbers as strong as hits
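Assay system: stable CHO line with human S1P3, Gα16, NFAT-BLA reporter; Detection: FRET β-lactamase substrate fluorescence, excitation 405 nm, 460/535 nm emission ratio, background-subtracted; Read-out: percent activation versus median 1 µM S1P response, basal-subtracted, per plate; Incubation: cells plated overnight, compound 4 h 37 °C, substrate 2 h RT.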
Jurkat tox 60K: cytotoxic compounds reducing Jurkat cell viability; hit rate 1.2% among 56,000; Jurkat E6.1 viability, ATP luminescence, 48 h; inhibition, % at 4 µM; AID 463;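 active means inhibition above the mean inhibition of all tested compounds plus 3 SD, cut at about 28% in these data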
Her2 expr inh: lowers expression of human Her2 kinase. P04626. SKBR-3 HER2 protein level, AlphaScreen, 18-24 h; active compounds read low. HER2 level % of control, % at 10 µM. hit rate 0.69% among 65,000;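 active means HER2 level under 5% of the carrier-only control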;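 further: 100% = DMSO carrier and 0% = 500 nM PU-H71 HSP90 inhibitor; lower value means stronger loss of Her2 protein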
5HT1E ag: activates the human 5-HT1E serotonin receptor; CHO 5-HT1E Ga15 NFAT-bla reporter, FRET; 0% DMSO wells, 100% control agonist wells; activation, % at 6 µM; hit rate 0.69% among 65,000; AID 574;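 active means activation above a set limit, the screen-wide mean activation plus 3 SD, cut at about 8.5% in these data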;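 further: 100% = positive control agonist at 1 µM giving full maximal response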
Target sequence (P28566 whole entry, looked up): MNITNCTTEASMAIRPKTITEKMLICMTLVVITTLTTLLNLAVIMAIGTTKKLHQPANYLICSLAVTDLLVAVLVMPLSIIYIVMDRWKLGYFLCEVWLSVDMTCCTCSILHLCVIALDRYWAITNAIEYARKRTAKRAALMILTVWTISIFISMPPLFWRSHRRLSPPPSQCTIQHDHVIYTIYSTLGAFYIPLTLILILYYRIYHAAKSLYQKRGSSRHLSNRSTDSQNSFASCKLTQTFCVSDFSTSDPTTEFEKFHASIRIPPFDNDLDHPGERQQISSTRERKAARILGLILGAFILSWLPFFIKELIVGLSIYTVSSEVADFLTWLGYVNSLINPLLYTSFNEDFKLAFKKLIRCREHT
HTR1E antagonist: antagonists of human 5-HT1E serotonin receptor. P28566. CHO 5-HT1E Ga15 NFAT-bla reporter, FRET, antagonist. inhibition, % at 6 µM. hit rate 0.99% among 65,000;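 active means inhibition above a set limit, the mean inhibition across every tested compound plus 3 SD, cut at about 29% in these data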;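 further: signal is the 460 over 535 nm emission ratio of beta-lactamase substrate; 0% = agonist plus DMSO wells and 100% = wells without agonist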
HEK293 NFkB inh: lowers PMA/ionomycin-induced NF-kB signal in HEK293 cells; inhibition, % at 3 µM; hit rate 0.21% among 62,000; HEK-293 NF-kB luciferase reporter, luminescence;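 active means inhibition above the mean of all tested compounds plus 3 SD, cut at about 40% in these data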;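 further: 0% = stimulated DMSO wells and 100% = 10 µM reference inhibitor 5653914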
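System: NF-kB luciferase reporter HEK-293 cells | Replication: Single test | Control set: DMSO vs reference inhibitor | Evaluation: % inhibition | Schedule: 1 h pretreatment, 16 h stimulation, 37 °C | Probe or stimulus: PMA with ionomycin | Compound dosing: One dose, 3 µM | Detection: Luciferase luminescence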
S1P1 ag pot: S1P1 (human) agonism or agonism potentiation; S1P1 CRE-bla cells, forskolin, beta-lactamase FRET, potentiator mode; S1P1 agonist co-added at EC20, 2 nM; 100% = saturating reference agonist, 0% = basal; activation, % at 9.5 µM; hit rate 0.57% among 56,000; AID 449;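 active means activation above a cutoff set at the mean activation of all tested compounds plus 3 SD, cut at about 54% in these data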;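 further: forskolin at 4 µM as EC80 and the EC20 agonist is SEW2871; 100% = SEW2871 at its EC100 plus forskolin at EC80; some compounds past the cut are filed as inactive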
* = called active by the depositor.

Screening CCCNC(=O)c1cc(-c2ccc(OC)cc2)on1 returned M1 antag -0.41, M1 agonist -0.89, Her2 expr inh 93, 5HT1E ag 1.6, HTR1E antagonist -2 and HEK293 NFkB inh -34.
Screening Cc1ccccc1CN1CCN(C(=O)c2cccc(F)c2)CC1 returned M1 antag -0.4, M1 agonist -0.15, S1P3 ag -0.4, Jurkat tox 60K -5, Her2 expr inh 79, 5HT1E ag -0.4, HTR1E antagonist 1, HEK293 NFkB inh 2 and S1P1 ag pot -8.
CCc1nnc(NC(=O)CSc2nc3c(c(=O)n2-c2ccccc2OC)SCC3)s1 was read as M1 antag 0.63, M1 agonist 0.54, Her2 expr inh 83, 5HT1E ag -0.6, HTR1E antagonist -3 and HEK293 NFkB inh 15.
`c1coc(CNc2nc(N3CCCCC3)nc3ccccc23)c1` gave M1 antag -1.5*, M1 agonist 2.7, S1P3 ag -0.9, Jurkat tox 60K 2, Her2 expr inh 109, 5HT1E ag -0.1, HTR1E antagonist 12, HEK293 NFkB inh 9 and S1P1 ag pot -18.
`CN(C)S(=O)(=O)c1ccc(N2CCOCC2)nc1` gave M1 antag -0.061, M1 agonist 0.029, S1P3 ag -1.2, Jurkat tox 60K 1, Her2 expr inh 94, 5HT1E ag 0.0, HTR1E antagonist 5 and HEK293 NFkB inh 7.
For Cc1c2c(nc3nc4ccccc4n13)CCCC2=O the results were M1 antag 0.84, M1 agonist 2.9, S1P3 ag 0.5, Jurkat tox 60K 1, Her2 expr inh 94, 5HT1E ag 0.8, HTR1E antagonist 0, HEK293 NFkB inh 5 and S1P1 ag pot -25.
O=C(CSc1nnc(-c2ccco2)o1)NC(=O)Cc1ccccc1 was read as M1 antag 0.091, M1 agonist -0.35, S1P3 ag -0.3, Jurkat tox 60K -4, Her2 expr inh 102, 5HT1E ag 0.9, HTR1E antagonist 4, HEK293 NFkB inh 0 and S1P1 ag pot -2.
Screening Cc1noc(/C=C/N(C)C)c1S(=O)(=O)N1CCC(C(=O)O)CC1 returned M1 antag -0.85, M1 agonist -0.1, S1P3 ag -0.7, Jurkat tox 60K -8, Her2 expr inh 107, 5HT1E ag 0.5, HTR1E antagonist -2, HEK293 NFkB inh -4 and S1P1 ag pot -13.
For CCOc1ccccc1N(CC(=O)N1CCOCC1)S(=O)(=O)c1ccc(SC)cc1 the results were M1 antag -0.43, M1 agonist 0.36, S1P3 ag 1.8, Jurkat tox 60K -1, Her2 expr inh 113, 5HT1E ag 2.4, HTR1E antagonist 2, HEK293 NFkB inh 0 and S1P1 ag pot -1.
Screening O=C1CSC(c2ccncc2)N1Cc1ccco1 (centres undefined) returned M1 antag -0.7, M1 agonist -0.44, Her2 expr inh 114, 5HT1E ag -0.7, HTR1E antagonist -8 and HEK293 NFkB inh 6.
CCOC(=O)c1c(C)c(C(=O)NC(C)COC)c(C)n1C (centres undefined) was read as M1 antag 0.92, M1 agonist 0.23, S1P3 ag -0.2, Jurkat tox 60K 1, Her2 expr inh 97, 5HT1E ag -0.5, HTR1E antagonist 6, HEK293 NFkB inh 0 and S1P1 ag pot 1.
O=C(OCn1nnc2ccccc2c1=O)c1ccc2ccccc2n1 was read as M1 antag -0.71, M1 agonist -1.2, S1P3 ag 0.6, Jurkat tox 60K -11, Her2 expr inh 125, 5HT1E ag -1.1, HTR1E antagonist -7, HEK293 NFkB inh 4 and S1P1 ag pot -5.
Cc1ccc(Cn2c(-n3nc(C)cc3C)nc3c2c(=O)[nH]c(=O)n3C)cc1 was read as M1 antag -0.0067, M1 agonist 1.5, S1P3 ag -0.3, Jurkat tox 60K -6, Her2 expr inh 71, 5HT1E ag -0.3, HTR1E antagonist 2, HEK293 NFkB inh 9 and S1P1 ag pot -10.
Screening CCc1nc(NCc2ccco2)c2oc3ccccc3c2n1 returned M1 antag -3.9*, M1 agonist -0.0089, Her2 expr inh 99, 5HT1E ag 0.0, HTR1E antagonist 34* and HEK293 NFkB inh 11.
O=C1C(Cl)=C(NCC2CCCO2)C(=O)N1c1ccccc1 (centres undefined) was read as M1 antag -0.013, M1 agonist -0.21, S1P3 ag -0.1, Jurkat tox 60K -7, Her2 expr inh 81, 5HT1E ag -0.5, HTR1E antagonist -9, HEK293 NFkB inh 8 and S1P1 ag pot 14.
For CCCCNC(=O)CC1C(=O)N(Cc2ccccc2)C(C)c2nc3ccccc3n21 (centres undefined) the results were M1 antag -0.61, M1 agonist -0.005, S1P3 ag 0.3, Jurkat tox 60K 4, Her2 expr inh 127, 5HT1E ag 0.2, HTR1E antagonist -9, HEK293 NFkB inh 13 and S1P1 ag pot 13.
COc1ccc(C(=O)CSc2nc(C)cc(=O)[nH]2)cc1 was read as M1 antag -0.32, M1 agonist -0.0048, S1P3 ag -0.4, Jurkat tox 60K -5, Her2 expr inh 103, 5HT1E ag -0.2, HTR1E antagonist -9, HEK293 NFkB inh 14 and S1P1 ag pot -11.
`Cc1cc(-c2nnc3sc(-c4ccc(Cl)cc4Cl)nn23)n[nH]1` gave M1 antag -0.91, M1 agonist 0.035, S1P3 ag -0.8, Jurkat tox 60K 4, Her2 expr inh 102, 5HT1E ag 0.4, HTR1E antagonist -4, HEK293 NFkB inh 8 and S1P1 ag pot -29.
CN(C)S(=O)(=O)c1cccc(C(=O)NCc2ccco2)c1 was read as M1 antag 0.48, M1 agonist 0.35, Her2 expr inh 87, 5HT1E ag -1.4, HTR1E antagonist -1 and HEK293 NFkB inh 10.
`CCOc1cc(C2C3=C(CCCC3=O)N(C)C3=C2C(=O)CCC3)cc(Cl)c1O` gave M1 antag -0.52, M1 agonist -0.35, Her2 expr inh 116, 5HT1E ag -0.4, HTR1E antagonist 7 and HEK293 NFkB inh 14.
Screening COC(=O)c1[nH]c2ccccc2c1NC(=O)CN1CCN(c2cccc(OC)c2)C(C)C1 (centres undefined) returned M1 antag -0.18, M1 agonist 2.7, S1P3 ag 0.4, Jurkat tox 60K 8, Her2 expr inh 52, 5HT1E ag 0.5, HTR1E antagonist 0, HEK293 NFkB inh 3 and S1P1 ag pot -25.
`CCCCOC(=O)CCn1[nH]c(=O)c2ccccc2c1=O` gave M1 antag -0.58, M1 agonist -0.86, S1P3 ag 0.4, Jurkat tox 60K 0, Her2 expr inh 91, 5HT1E ag 1.0, HTR1E antagonist -4, HEK293 NFkB inh 10 and S1P1 ag pot -16.
`COC(=O)c1ccccc1NC(=O)c1cc(-c2cccc(OC)c2)on1` gave M1 antag 0.29, M1 agonist 0.54, S1P3 ag -0.7, Jurkat tox 60K -1, Her2 expr inh 86, 5HT1E ag 0.5, HTR1E antagonist 10, HEK293 NFkB inh 8 and S1P1 ag pot -2.
For N#CC(C(=O)Nc1cccc(Cl)c1)=C1Nc2ccccc2N1 the results were M1 antag 0, M1 agonist -0.74, S1P3 ag -0.4, Jurkat tox 60K 0, Her2 expr inh 71, 5HT1E ag -0.8, HTR1E antagonist 7, HEK293 NFkB inh -2 and S1P1 ag pot -24.
For COc1ccccc1OCC(=O)c1[nH]c(C)c(C(C)=O)c1C the results were M1 antag -1.4, M1 agonist 8.6*, S1P3 ag -0.2, Jurkat tox 60K 26, Her2 expr inh 114, 5HT1E ag 0.3, HTR1E antagonist -4, HEK293 NFkB inh 26 and S1P1 ag pot 18.
`COCCNCC(=O)NC12CC3CC(CC(C3)C1)C2` gave M1 antag -1.2, M1 agonist 1.3, S1P3 ag -0.6, Jurkat tox 60K -5, Her2 expr inh 69, 5HT1E ag 0.2, HTR1E antagonist -11, HEK293 NFkB inh 8 and S1P1 ag pot -18.
COc1ccc2[nH]c(=O)c(CN(CCCN(C)C)C(=O)Nc3ccccc3)cc2c1 was read as M1 antag 2.1, M1 agonist -0.0065, S1P3 ag 0.5, Jurkat tox 60K 5, Her2 expr inh 75, 5HT1E ag 0.2, HTR1E antagonist -1, HEK293 NFkB inh 17 and S1P1 ag pot -19.
CCN1CCN(C(=O)C(NS(=O)(=O)c2ccc3nc(C)sc3c2)C(C)C)CC1 (centres undefined) was read as M1 antag 0.62, M1 agonist 0.38, S1P3 ag 0.7, Jurkat tox 60K -3, Her2 expr inh 116, 5HT1E ag -0.3, HTR1E antagonist -6, HEK293 NFkB inh -7 and S1P1 ag pot -25.
O=C(c1cccnc1)N1CCc2ccccc21 was read as M1 antag -0.0081, M1 agonist 0.66, S1P3 ag -1.3, Jurkat tox 60K 0, Her2 expr inh 95, 5HT1E ag 0.0, HTR1E antagonist 3, HEK293 NFkB inh 16 and S1P1 ag pot -21.
`Cc1ccc2cc(C)c3nnc(SCC(=O)NCc4ccco4)n3c2c1` gave M1 antag -0.41, M1 agonist 0.29, S1P3 ag -0.7, Jurkat tox 60K 4, Her2 expr inh 84, 5HT1E ag -0.9, HTR1E antagonist 5, HEK293 NFkB inh 16 and S1P1 ag pot 4.
CC(C)N1C(=O)C2C(c3ccccc3O)NC(C)(C(=O)O)C2C1=O (centres undefined) was read as M1 antag 0.099, M1 agonist 1, S1P3 ag -0.6, Jurkat tox 60K -1, Her2 expr inh 96, 5HT1E ag 1.0, HTR1E antagonist 15, HEK293 NFkB inh 20 and S1P1 ag pot -8.
`Cc1ccc(C)n1/N=C1/NC(=O)CS1` gave M1 antag -0.9, M1 agonist -1.5, S1P3 ag -0.7, Jurkat tox 60K -3, Her2 expr inh 108, 5HT1E ag 0.2, HTR1E antagonist -7 and HEK293 NFkB inh 8.
For O=C1C(Cl)=C(NCC2CCCO2)C(=O)N1C1CCCCC1 (centres undefined) the results were M1 antag 0.19, M1 agonist 0.33, S1P3 ag -0.1, Jurkat tox 60K 0, Her2 expr inh 86, 5HT1E ag 0.4, HTR1E antagonist -1, HEK293 NFkB inh 8 and S1P1 ag pot -14.
For O=C(CCCn1c(=O)[nH]c2ccccc2c1=O)NC1CCCCCC1 the results were M1 antag 0.76, M1 agonist -0.33, S1P3 ag 0.4, Jurkat tox 60K -5, Her2 expr inh 106, 5HT1E ag -1.1, HTR1E antagonist 2, HEK293 NFkB inh 0 and S1P1 ag pot -8.
Screening Cc1ccc(S(=O)(=O)c2nc(Nc3nccs3)sc2Cl)cc1 returned M1 antag 0.39, M1 agonist -0.077, S1P3 ag -0.3, Jurkat tox 60K 10, Her2 expr inh 50, 5HT1E ag -1.2, HTR1E antagonist 12, HEK293 NFkB inh 12 and S1P1 ag pot 21.
Screening Cc1cc(Nc2ccccc2Br)n2nc(C)nc2n1 returned M1 antag -0.57, M1 agonist -0.74, S1P3 ag -0.1, Jurkat tox 60K -4, Her2 expr inh 105, 5HT1E ag 0.5, HTR1E antagonist 3, HEK293 NFkB inh 5 and S1P1 ag pot -41.
`CSc1nnc2n(-c3ccc(C)cc3)c(=O)c3c4c(sc3n12)COC(C(C)C)C4` (centres undefined) gave M1 antag -1.1, M1 agonist 0.57, S1P3 ag 0.9, Jurkat tox 60K -12, Her2 expr inh 74, 5HT1E ag 0.3, HTR1E antagonist 2, HEK293 NFkB inh 15 and S1P1 ag pot -21.
